PriA SSB inh = K. pneumoniae PriA-SSBct interaction inhibition; inhibition, % at 33 µM; actives 0.6% (n = 430,000); AlphaScreen SSBct-PriA binding, biotinylated peptide; in the data active means inhibition mostly above about 37%, no sharp cut-off; inactive means mostly below about 20%;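 further: plate controls were negative control peptide for no effect and reference peptide for full effect; strong numbers were not always called active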
Numbers without * were called inactive; i = inactive; & = joins results of further samples. Only part of the results is shown (hit frequency here may not be typical).

SMILES	PriA SSB inh
COc1ccc(S(=O)(=O)Nc2ccc3c(c2)C(=O)NCCO3)cc1	5
CCOc1ccc(-c2cc(C(=O)NN=Cc3cccnc3)c3ccccc3n2)cc1	-9
Cn1c(=NC(=O)c2ccc3ncsc3c2)sc2cc(Br)ccc21	-11
O=C(Cn1nc(-c2ccc(F)cc2)c2sc(N3CCCC3)nc2c1=O)NCCc1ccccc1	9
O=C(NN=Cc1c(O)n(Cc2ccccc2)c(=O)[nH]c1=O)c1ccccc1O	1
CCOc1cc(Cn2c(-c3ccc(O)c(OCC)c3)nc3ccccc32)ccc1O	35
COc1ccc(-c2cc(SCC(=O)Nc3ccc(OC(F)(F)F)cc3)ncn2)cc1	-24
CC(C)c1ccc(NC(=O)CCc2csc(NC(=O)Nc3ccccc3)n2)cc1	-5&-4
CC(=O)Nc1cccc(C2=NN(C(=O)c3ccco3)C(c3cccnc3)C2)c1 (stereo not drawn)	-14
NC(COc1ccc(Cl)cc1)=NNS(=O)(=O)c1ccccc1	-4
COc1ccc(NS(=O)(=O)c2ccc(C)cc2C)cc1N1CCCC1=O	-12
COC(CNC(=O)CSc1ccc(F)cc1)c1ccccc1Cl (stereo not drawn)	-9
O=C(Cc1cccc2ccccc12)NCC1CCN(c2cnccn2)CC1	-15
CC(=O)Nc1ccc(CC(=O)N2CCC(S(=O)(=O)c3nncn3C)CC2)cc1	-12
CC(C)c1ccc(CC(=O)Nc2nc3c(s2)COc2ccccc2-3)cc1	14
Cn1cc(S(=O)(=O)NCC2CCN(C(=O)c3cccnc3)CC2)cn1	-11
COc1cc(C(=O)Nc2ccc(F)c(Cl)c2)nc2ccc(Cl)cc12	-16
Cc1cc(C)c(S(=O)(=O)N2CCCCC2CCNC(=O)C(=O)NCCc2ccco2)c(C)c1 (stereo not drawn)	3
Cc1cc(NC(=O)c2cccc(Cl)c2)n(C(C)C)n1	-5&5
Cc1ccnc(NS(=O)(=O)c2ccc(NC(=O)CCN3C(=O)c4ccccc4S3(=O)=O)cc2)n1	-9&1
O=C(Cn1cccc1)N1CC(n2ccnn2)C1	-3
NC(=O)CSc1nc2scc(-c3ccccc3Cl)c2c(=O)n1-c1ccccc1	5
CN(C)C=Nc1cnc(C(=O)c2ccc(Cl)cc2)n1C	-14
CCNc1nc(NCC)nc(NN=Cc2ccccc2)n1	-7
Cc1cc(F)ccc1S(=O)(=O)Nc1ccc2c(c1)N(C(=O)C(C)(C)C)CC2	0
CCC(=NNC(=O)c1c(-c2ccccc2)noc1C)c1ccc(C)o1	-7
COC(=O)c1sccc1NC(=O)CN1CCCN(Cc2ccc(OC)cc2)S1(=O)=O	6
Cc1oc2nc(SCC(=O)NCCCN3CCOCC3)nc(N)c2c1C	-12
C#CCn1c(=NC(=O)c2ccnn2C)sc2cc(OC)ccc21	-5
COc1ccc(C)cc1S(=O)(=O)NCC(c1ccsc1)N1CCN(C)CC1 (stereo not drawn)	-6

Reformatted in markdown: entries from further up.
| structure | PriA SSB inh |
| --- | --- |
| NC(=O)CSc1nc2scc(-c3ccccc3Cl)c2c(=O)n1-c1ccccc1 | 5 |
| CN(C)C=Nc1cnc(C(=O)c2ccc(Cl)cc2)n1C | -14 |
| CCNc1nc(NCC)nc(NN=Cc2ccccc2)n1 | -7 |
| Cc1cc(F)ccc1S(=O)(=O)Nc1ccc2c(c1)N(C(=O)C(C)(C)C)CC2 | 0 |
| CCC(=NNC(=O)c1c(-c2ccccc2)noc1C)c1ccc(C)o1 | -7 |

Another view of 2 compounds above.
| structure | PriA SSB inh |
| --- | --- |
| O=C(Cn1cccc1)N1CC(n2ccnn2)C1 | -3 |
| C#CCn1c(=NC(=O)c2ccnn2C)sc2cc(OC)ccc21 | -5 |

New compounds follow.
SMILES	PriA SSB inh
O=[N+]([O-])c1ccc(S(=O)(=O)N2CCN(c3ncnc4c3nnn4Cc3ccccc3)CC2)cc1	0
COc1ccc(C(C)=NNC2=NCCN2)cc1Cl	4
CC(=O)Nc1ccc(S(=O)(=O)N(C)CC(=O)NN=Cc2cccc(O)c2)cc1	-17
CN(C)c1ccc(C(=O)N2Cc3cncnc3C2)cc1	-8
c1ccc(-c2ccc(SCc3ccccn3)nn2)cc1	32
CN(C)S(=O)(=O)c1ccc(C(=O)NCC2CCN(C(=O)COc3ccccc3)CC2)cc1	-22
CCC(=O)NN=C(C)CC(=O)Nc1ccc(Cl)cc1	0
CN(C)c1cncc(O[C@H]2CCN(C(=O)c3cnc4ccccc4n3)C2)n1	1
CCC(Sc1ccc(C)cc1)C(=O)Nc1nnc(C(C)C)s1 (stereo not drawn)	-7
O=C(NCCn1cnc2ccsc2c1=O)c1cnc2ccccc2n1	-11

7 compounds from above, arranged by formula weight, rising:
SMILES	PriA SSB inh
COc1ccc(C(C)=NNC2=NCCN2)cc1Cl	4
CN(C)c1ccc(C(=O)N2Cc3cncnc3C2)cc1	-8
c1ccc(-c2ccc(SCc3ccccn3)nn2)cc1	32
CCC(=O)NN=C(C)CC(=O)Nc1ccc(Cl)cc1	0
O=C(NCCn1cnc2ccsc2c1=O)c1cnc2ccccc2n1	-11
CC(=O)Nc1ccc(S(=O)(=O)N(C)CC(=O)NN=Cc2cccc(O)c2)cc1	-17
CN(C)S(=O)(=O)c1ccc(C(=O)NCC2CCN(C(=O)COc3ccccc3)CC2)cc1	-22

(next part)
SMILES	PriA SSB inh
O=c1[nH]cnc2c1CCCC2	-16
COc1ccc(NC(=O)Cc2csc(Nc3ccc(F)cc3)n2)cc1OC	-12
COc1ccc(S(=O)(=O)[C@@H](CNC(=O)C2CCCCC2)c2ccco2)cc1	-6
CSC1CCN(C(=O)CCSc2ccccc2)C1 (stereo not drawn)	0
CCCCCOc1cccc(C(=O)N=c2sc3cc(F)ccc3n2CCOCC)c1	-15
Cc1csc(NC(=O)/C=C/c2ccncc2)n1	1
COc1ccc(-c2ccc(N3CCC(C(=O)Nc4ncccc4C)CC3)nn2)cc1	-16&-7
CS(=O)(=O)N1CCCc2ccc(NC(=O)NCc3ccc(Cl)cc3)cc21	-5
COC(=O)c1ccc(NC(=O)C(=O)Nc2ccc3c(c2)N(C(=O)C2CC2)CCC3)cc1	-106
CCOc1c(C)cc(S(=O)(=O)N[C@@H](C)Cc2ccoc2)cc1C	1
COc1ccc([C@H]2CCN(C(=O)c3ccc(OC(F)(F)F)cc3)C2)cc1	-4
O=C(NCC1CCN(C(=O)c2ccoc2)CC1)c1ccc(Cl)s1	4
O=C(CCS(=O)(=O)c1ccccc1)N1CCSC(c2ccco2)CC1 (stereo not drawn)	-14
CC1Cc2ccc(-c3cc(CNC(=O)CCS(=O)(=O)c4ccccc4)no3)cc2O1 (stereo not drawn)	-4
CC(=O)Nc1nc(CC(=O)NCc2nc(-c3ccccc3)no2)cs1	1
Cc1ccc(NC(=O)C2CCN(c3ccc(-c4cccs4)nn3)CC2)cc1F	-12
COc1ccc(-c2nsc(SCC(=O)N3CCOCC3)n2)cc1	-11
CCOc1cc(/C=N\Nc2nc(C)nc3sc4c(c23)CCCC4)ccc1O	16
CC(=NNC(=O)CNC(=O)COc1ccccc1)c1ccco1	-2
Cc1sc(NC(=O)c2ccc([N+](=O)[O-])o2)c(-c2nc3ccccc3s2)c1C	1
CS(=O)(=O)C1CCN(C(=O)c2cccc(C#N)c2)C1 (stereo not drawn)	-3
CS(=O)(=O)c1ccccc1-c1nnc(NC(=O)Cc2cccc3ccccc23)o1	27
COc1cc(C)c(S(=O)(=O)Nc2cccc(-c3ccc(=O)n(C)n3)c2)cc1C	-4
CCn1c(SCC(=O)Nc2cc(C)on2)nnc1-c1c(C)nc2sccn12	-12
O=C(NN=Cc1cccc(C(F)(F)F)c1)c1ccccc1O	-19
CCOc1ccccc1C(=O)Nc1cc(-c2cn3nc(OC)ccc3n2)ccc1OC	-11
CSC1=NCCN1C(=O)c1ccccc1	-6
Cc1nc(-n2cccc2)sc1C(=O)N1CCC(C(N)=O)(N2CCCCC2)CC1	-4
Cc1cc(-c2ccccc2)nc(NN=Cc2ccc(O)cc2)n1	25
CN(C)c1ccc(CCNC(=O)C(=O)NCc2cccs2)cc1	11
CC(=O)c1cccc(NC(=O)CCc2c(C)nn(-c3nc(C)cc(=O)[nH]3)c2C)c1	-5
CCOc1ccc(C=Nc2cccc3c(N=Cc4ccc(OCC)cc4)cccc23)cc1	48
O=C(Nc1ccc(S(=O)(=O)Nc2nccs2)cc1)C1CCCN1S(=O)(=O)c1ccc(Cl)cc1 (stereo not drawn)	-21&20
COc1ccc(Cl)cc1NC(=O)NC[C@H](O)c1ccc2c(c1)CCO2	-5
COc1ccc(S(=O)(=O)N2CCCC2C(=O)N=c2sc3cc(F)ccc3n2C)cc1 (stereo not drawn)	2
Cn1nc2c(c1NC(=O)CCCS(=O)(=O)c1ccc(F)cc1)CCC2	-2&12
O=S(=O)(CCc1ccccc1)N1CCN(c2ccc(-c3ccco3)nn2)CC1	0
Cc1cc(NC(=O)c2cc(C)n(C)n2)n(C(C)C)n1	0
Nc1c(C(=O)Nc2ccc(Cl)c(C(F)(F)F)c2)nnn1-c1ccccc1	-4
CSc1nnc(C)c(=O)n1COC(=O)c1ccc(C(F)(F)F)cc1	-18&-8
Cc1cc(F)ccc1S(=O)(=O)Nc1ccc2c(c1)CN(C(=O)c1cccs1)CC2	6
COc1ccc(CC(=O)Nc2nc(-c3cccs3)cs2)cc1	-5
O=S(=O)(c1ccc(C(F)(F)F)cc1)N1CCN(c2cc(-n3cccn3)ncn2)CC1	-3
CC(=NOCC(=O)Nc1ccccc1Br)c1cccs1	-54
Cc1nc2ccc3ccccc3c2s1	-8
COCCN1CCCc2ccc(NC(=O)c3ccc(Br)cc3)cc21	61*
Cn1cccc1/C=N/NC(=O)c1cncc(Br)c1	i
O=C(COc1ccccc1F)Nc1sccc1-c1nc2ccccc2s1	-17
Cn1nc(C(=O)Nc2ccc3c(c2)CCC3)c2ccccc21	-24
CCOC(=O)c1sc(-c2ccccc2C)nc1C	-33
Additional compounds:
SMILES	PriA SSB inh
CC(C)NC(=O)CCc1csc(NC(=O)Nc2cccc(Cl)c2)n1	-12
C/C=C/C(=O)Nc1cc(C)nn1-c1nc(CC)cc(=O)[nH]1	36
CCc1ccccc1NS(=O)(=O)c1c[nH]c(=O)[nH]c1=O	-1
CS(=O)(=O)N1CCCC(C(=O)Nc2nccs2)C1 (stereo not drawn)	-10
CO[C@@H](CNC(=O)Cc1ccsc1)c1cccc(F)c1	-8
CC(=O)c1ccc(NC(=O)c2ocnc2C)cc1	6
CN(C)S(=O)(=O)NC1CC(=O)N(c2ccc(Cl)cc2)C1 (stereo not drawn)	4
CCOc1ccc(-c2noc(CS(=O)(=O)c3ccc(F)cc3)n2)cc1	-8
COc1ccccc1CCNC(=O)Cc1cc(=O)[nH]c(SCc2ccc(F)cc2)n1	-11
COc1cccc2sc(OC3CN(C(=O)OC(C)(C)C)C3)nc12	10
O=[N+]([O-])c1cccc(C=Nn2c(COc3ccccc3)n[nH]c2=S)c1	11
Cc1ccc(NC(=O)C(=O)NCCCN2CCOCC2)cc1F	-6
O=C(NCC1(c2cccs2)CCOCC1)c1cncc(Br)c1	-10
O[C@H](COCCOc1ccc(Cl)cc1)CN1CCN(c2ccc(F)cc2)CC1	-9
O=[N+]([O-])c1ccccc1S(=O)(=O)NCC(c1cccs1)N1CCOCC1 (stereo not drawn)	-8
CCOC(=O)C1CCN(c2c(C(=O)c3ccc(C)cc3)cnc3cc4c(cc23)OCO4)CC1	3
Cc1cc(N2CCN(C(=O)Nc3ccc(F)c(Cl)c3)CC2)ncn1	-3
Cc1nc2scc(-c3cccc(NS(C)(=O)=O)c3)n2c(=O)c1C	-3
COc1cccc(-c2noc(-c3cn[nH]c3-c3ccccc3)n2)c1OC	-22&-11
CC(C)C(=O)NCCn1nc(-c2ccccc2)n(C)c1=O	0
O=C(Cc1ccc(Cl)cc1)NN=Cc1cccs1	-4
CC(NC(=O)C12CC3CC(CC(C3)C1)C2)C(=O)NN=CC1=C(N2CCOCC2)/C(=C\c2ccccc2)CC1 (stereo not drawn)	19
CN1CCCc2cc(C(CNC(=O)COc3ccccc3F)N3CCCCC3)ccc21 (stereo not drawn)	13
O=C(c1ccco1)N1CCNCC1	5
NC(=O)C1CCN(C(=O)Cc2cc(-c3ccccc3)on2)CC1	0
COc1cccc(C=NNC(=O)CNC(=O)c2cccnc2)c1O	-6
COc1cc2[nH]c3c(=O)n(CC(=O)NCc4ccc(F)cc4F)cnc3c2cc1OC	-9
COC(=O)c1sccc1S(=O)(=O)NCCn1ccc(C(F)(F)F)n1	0
CS(=O)(=O)c1cccc(-c2nnc(NC(=O)c3cccc(NS(=O)(=O)c4ccc(Cl)cc4)c3)o2)c1	1
CCNC(=O)C1Cc2ccccc2N1C(=O)NCc1cccs1 (stereo not drawn)	9
COc1ccc(CC(=O)NCC(c2ccsc2)N2CCCC2)cc1 (stereo not drawn)	-2
O=C(NCCn1nc(-c2ccncc2)ccc1=O)Nc1ccc(F)cc1	-4
COc1cccc(NC(=O)CCSc2nnc3ccc4ccccc4n23)c1	-14
Cn1cccc1-c1cc(C(=O)NN=Cc2cccc(O)c2)[nH]n1	20
O=C(COc1cccc2c1CCN(Cc1ccc(Br)cc1)C2=O)Nc1cc(C(F)(F)F)ccc1Cl	-2&-1
Cc1cc(C=NNC(=O)C(=O)N2CCCC2)c(C)n1-c1cccc(Br)c1	6
CCOC(=O)C1CCN(c2nc(C)cc(=O)n2CC(=O)Nc2c(C)cccc2Cl)CC1	-22
CN(CCO)C[C@H]1COCCN1C(=O)c1cc(C2CC2)on1	-7
c1ccc(CNCc2ccco2)nc1	15
C=CCOCC(O)CN1CCN(C(=O)OCC)CC1 (stereo not drawn)	0
Cc1cc(NC(=O)c2c(F)cccc2F)n(-c2nc3c(cnn3-c3cccc(C)c3C)c(=O)[nH]2)n1	52*
COC(=O)c1ccc(NC(=O)c2cc(=O)c(OC)co2)cc1	-4
O=C(CCC(=O)Nc1ccccc1)NN=Cc1ccccc1F	-8
COc1cc(/C=C2\Oc3cc(OCC(=O)c4cc5ccccc5o4)ccc3C2=O)cc(OC)c1OC	3
O=C(c1cc2ccccc2o1)N1CCC(Oc2cnccn2)CC1	0

Compound activity from PubChem BioAssay.
